# Source: PubChem (National Center for Advancing Translational Sciences (NCATS))
# A350 autofl: compounds fluorescent in Alexa 350 spectral region. max dye-equivalent concentration, M. 59,000 compounds, 11% hits. Compound autofluorescence, 340/450 nm, Alexa 350 dye-equivalents; hits give high values. AID 590; in the data active = max dye-equivalent concentration above about 10 nM; inconclusive = mostly about 1.1 nM to 9.6 nM
# BRCT inh green: blocks human BRCA1 BRCT binding to phosphopeptide, green readout; P38398; Potency, µM (top dose mostly 76.9 µM), without a hit: at the highest dose activity change, negative = inhibition, usual class: inhibitors; 75,000 compounds, 0.05% hits; AID 875; BRCA1 BRCT-phosphopeptide binding, green fluorescence polarization;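 also: potency is read from the fitted curve at half-maximal effect; plate controls were peptide without protein for full effect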
#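 Fluorescence polarization: His-tagged BRCT (~35 kDa BRCA1 C-terminus, 250 nM) bound to 100 nM fluorescein-labeled phosphorylated 10-aa BACH1 peptide, pH 7.3 phosphate buffer with DTT and Tween 20. Compounds incubated 12 min at room temperature; inhibition read as lowered polarization.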
# HBB splice mod: hemoglobin beta splicing modulation. HBB splicing reporter cell assay, activation; EGFP reporter with mutant IVS2-654 intron; response scale: normalised to 500 nM splice-correcting PNA. Potency, µM (top dose mostly 46.1 µM), for the others: top-dose activation, most hits filed as activators. 65,000 compounds, 0.06% hits; also: potency is read from the fitted curve at half-maximal effect; 0% is about no effect
#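 Compounds were applied for 2 days to HeLa EGFP-654 cells, 500/well in Optimem with 2% FCS. The reporter's EGFP is disrupted by mis-splicing of beta-globin intron IVS2-654. Readout: summed well GFP fluorescence from 488 nm laser scanning; reference was 500 nM antisense […] 654 PNA.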
# GFP derepression: derepresses silenced GFP locus in mouse C127i cells. mouse C127i GFP locus derepression, cytometry, 30 h. Potency, µM (top dose mostly 46.1 µM), for the others: at the highest dose GFP derepression (activation). 68,000 compounds, 0.09% hits. AID 597; also: % of control where 0% means no effect
#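 Derepression screen: silenced CMV-GFP reporter in murine C127i cells, 30 h compound incubation at 37 C, washed cells imaged by laser-scanning cytometer to enumerate GFP-expressing objects of 20 to 120 um.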
# CRE-bla Fsk: alters forskolin-stimulated CRE reporter signaling in CHO cells | CHO CRE-bla reporter (cAMP response element driving beta-lactamase), forskolin EC10, beta-lactamase ratio | Potency, µM (titrated, usually from 38.2 µM), for inactives: at the highest dose activity change, negative = inhibition, hits mostly activators | 71,000 compounds, 2.5% hits | AID 662; active = well fitted activation curve with a large enough effect in the signal ratio, with a control signal flat, not every such curve was filed as active; inconclusive = small, poorly fitted or top-dose-only effect, or effect the other way, or a change in a side signal; the % refers to the signal ratio; also: potency is read from the fitted curve at half-maximal effect; % of control where 0% means no effect
#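 Reporter-gene assay: CHO cells with beta-lactamase behind cAMP responsive elements, co-treated with compound and EC10 NKH 477 for 3 hours at 37 degrees Celsius. Activity came from the 460/530 nm CCF4 emission ratio.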
# UbGFP stabilizer: inhibits proteasome, raising ubiquitin-GFP reporter fluorescence | Ubiquitin-GFP reporter cells, proteasome inhibition, GFP fluorescence; response scale: untreated = 0%, 10 µM MG-132 = 100% | Potency, µM (titrated, usually from 45.9 µM), for inactives: top-dose activation (GFP accumulation), actives largely listed as activators | 67,000 tested, under 10 active; active = well fitted activation curve with a large enough effect, not every such curve was filed as active; inconclusive = small, poorly fitted or top-dose-only effect, or another doubt; inactive = no such curve, though single readings can be large or run the other way; also: potency is read from the fitted curve at half-maximal effect
#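 Proteasome blockade was scored as a rise in GFP-expressing U2OS cells carrying a ubiquitin(G76V)-GFP construct, imaged after 4 hr compound treatment at 37 °C across a 46 uM–2.9 nM series.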
# BRCT PPI red: inhibitors of human BRCA1 BRCT-phosphoprotein interaction (red fluorophore); P38398; BRCT-phosphopeptide binding, red fluorescence polarization; Potency, µM (doses to about 76.9 µM), without a hit: at the top dose activity change, negative = inhibition, hits mostly inhibitors; 75,000 compounds, 0.03% hits; AID 892; also: % is scaled to controls: 0 for no effect and ±100 for the full control effect
#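 Rhodamine-labelled pBACH1 10-mer (100 nM) bound to BRCT domain (100 nM) at pH 7.3; compounds incubated 12 min room temperature, polarization read. Free peptide defines full inhibition; unlabelled decapeptide titrated as control.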
# 15-hLO inh: blocks human 15-lipoxygenase activity. purified 15hLO-1, xylenol orange hydroperoxide absorbance. Potency, µM (titrated, usually from 57.1 µM), for the others: at the highest dose activity change, negative = inhibition, hits mostly inhibitors. 74,000 compounds, 1.4% hits; also: potency is read from the fitted curve at half-maximal effect; % is scaled to controls: 0 for no effect and ±100 for the full control effect; nearly all actives have a fitted effect of over 55% in size
#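 Readout: Fe(III)-xylenol orange absorbance, 573-to-405 nm ratio as reaction progress. Enzyme 40 nM purified human 15hLO-1, substrate 50 uM arachidonic acid, 6 min RT after 15 min compound preincubation; Hepes pH 7.5 buffer with Triton X-100.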
# 4MU fluor: compounds fluorescent in 4-MU spectral region; compound autofluorescence, 340/450 nm, 4-MU equivalents; hits give high values; max dye-equivalent concentration, M; AID 589; 59,000 compounds, 11% hits; in the data active = max dye-equivalent concentration above about 10 nM; inconclusive = mostly about 1.1 nM to 9.6 nM
#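 Intrinsic fluorescence at 340/450 nm (ex/em) was read after 15 min at room temperature in pH 8.0, 100 mM Tris. Each compound concentration expressed as 4-MU-equivalent concentration from a six-point 4-MU standard series on each plate.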
# Hsp90 Hop PPI: changes Hsp90-Hop TPR2A binding signal, up or down; AlphaScreen TPR2A-His6 binding biotin-Hsp90 C-terminal peptide; AID 595; Potency, µM (highest dose often 57 µM), for inactives: top-dose activity change, negative = inhibition; 71,000 compounds, 0.44% hits; active = well fitted curve in either direction with a large enough effect; inconclusive = small, poorly fitted or top-dose-only effect, or another doubt; also: potency is read from the fitted curve at half-maximal effect; % is scaled to controls: 0 for no effect and ±100 for the full control effect; many of its hits are not listed in these tables
# DNA Pol III inh: DNA polymerase III holoenzyme inhibition. reconstituted DNA polymerase III holoenzyme replication, biochemical. Potency, µM (doses to about 57.1 µM), inactives show top-dose activity change, negative = inhibition. 71,000 compounds, 0.25% hits. AID 603; also: potency is read from the fitted curve at half-maximal effect; % is scaled to controls: 0 for no effect and ±100 for the full control effect
#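 Reconstituted *E. coli* holoenzyme (0.35 nM Pol III, 1 nM beta, 154 nM SSB, 2 nM primase) was preincubated with compound for 15 min at RT. Synthesis on 1.4 nM ssM13Gori ran 35 min, then was stopped with PicoGreen/EDTA and read as dsDNA fluorescence.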
# * hit, by the source's call; i = inactive; ? = inconclusive; . = no result given; & = joins results of further samples; [ ] = another dose, or the depositor's remark. Unless noted, calls follow the shape of the dose curve; as a rule, active = well fitted curve in the direction sought with a large enough effect; inconclusive = small, poorly fitted or top-dose-only effect, or another doubt; inactive = no such curve, though single readings can be large; an effect the other way counts as inactive or inconclusive. Rows were taken by chance; about 12% have a hit in one of these screens.
SMILES,A350 autofl,BRCT inh green,HBB splice mod,GFP derepression,CRE-bla Fsk,UbGFP stabilizer,BRCT PPI red,15-hLO inh,4MU fluor,Hsp90 Hop PPI,DNA Pol III inh
COc1ccc2cc(CN(CCCN3CCOCC3)Cc3nnnn3C3CCCC3)c(=O)[nH]c2c1,?,1.6%,0.1%[57.5 µM],-2%,-3%,-2%,1.2%,-7%,?,-5%,-3%
O=C(CCCSc1nc2ccccc2[nH]1)NC1=NCCS1,i,0.7%,-0.4%[57.5 µM],0%,?,-4%,-1.0%,?,i,-4%,0%
CCC(C)(C)NC(=O)CC(c1ccc(OC)cc1)n1cccc1 (configuration not stated),i,-2.7%,-2.1%,-1%,?,8%,0.8%,5%,i,-22%,1%
CN(C)c1ccc(C(=O)Nc2ccc(S(=O)(=O)NC3=NCCCCC3)cc2)cc1,1.9e-08M*,-1.2%,-2.0%,-1%,-21%,0%,0.0%,-8%,1.6e-08M*,-6%,-20%
Cc1cccc(N2CCN(C(=O)Cn3nc(Cc4ccncc4)c4ccccc4c3=O)CC2)c1C,.,-0.9%,-1.3%,.,-14%,14%,-1.7%,8%,.,-3%[2.3 µM],-8%
Cc1ccc(NC(=O)C2CCCN2C(=O)Oc2ccccc2)cc1 (configuration not stated),i,1.8%,-2.0%,-3%,-13%,-1%,-1.5%,5%,i,0%,-6%
CC(C)C[C@H](NC(=O)[C@@H](O)[C@@H](N)Cc1ccccc1)C(=O)O,i,-3.0%&-2.4%,1.4%&-0.3%,-1%&-2%,-3%&12%,2%&5%,2.3%&1.2%,12%&6%,i,-9%&-9%,-3%&0%
O=C1CN(C(=O)c2cccs2)c2ccccc2N1,i,0.0%,0.5%,2%,-17%,-3%,-1.5%,1%,i,-1%,3%
CCN(CC)CCCCCCCCOC(=O)c1cc(OC)c(OC)c(OC)c1,i,-1.3%,-0.5%,2%,15%,-5%,-1.2%,9%,i,-2%,-4%
CCCCC(c1nnnn1C1CCCC1)N1CCN(C2CCCC2)CC1 (configuration not stated),i,-1.9%,-0.3%[57.5 µM],-2%,-4%,2%,-3.1%,9%,i,-4%,-2%
COCCCNC(=O)c1ccc2c(=O)n(C3CCCC3)c(=S)[nH]c2c1,i,-0.8%,-1.3%,-3%,?,3%,1.6%,-2%,i,-1%,0%
COc1cccc(N2CCN(CC(=O)c3c[nH]c4ccc(OC)cc34)CC2C)c1 (configuration not stated),i,3.1%,2.5%[1.84 µM],-2%,3%,-9%,-0.5%,-23%,i,-14%,-4%
Cc1ccc(Cn2cccc(NC(=O)c3ccco3)c2=O)cc1,i,-1.9%,.,0%,15%,0%,1.1%,1%,i,-2%,-3%
CCOC(=O)c1sc(=S)n(C)c1N,i,0.1%,0.0%,4%,?,12%,-0.3%,6%,i,-3%,-3%
COc1ccc(NC(C)=O)cc1NC(=O)CN1CCN(C2c3ccccc3-c3ccccc32)CC1,i,-3.8%,2.5%[0.369 µM],2%,4%,7%,-4.4%,-10%,i,-4%,-2%
CCCCn1c(SCC(=O)c2cc(OC)ccc2OC)nc2cc(S(N)(=O)=O)ccc21,3.6e-08M*,-2.9%,-0.3%[57.5 µM],0%,?,5%,0.7%,6%,3.1e-08M*,-5%,-5%
CCOc1ccc(-n2c(C)nc3c(cnn3-c3ccc(Cl)cc3)c2=O)cc1,i,0.7%,-3.8%,0%,?,-3%,0.6%,8%,i,1%,-4%
CCC(c1nnnn1CCOC)N(Cc1ccc(C)cc1)Cc1cc2cc(OC)ccc2[nH]c1=O (configuration not stated),5.3e-08M*,4.6%,2.9%,-1%,3%,-5%,-0.5%,-17%,4.5e-08M*,-2%,-2%
COc1ccccc1CNC(=O)C1CCCN(S(=O)(=O)c2cnc[nH]2)C1 (configuration not stated),.,0.6%,0.0%,0%,-8%,0%,-0.4%,13%,.,-3%,2%
COc1ccc2[nH]c(=O)c(CN(C(C)=O)C3CCCCC3)cc2c1,2.5e-07M*,0.4%,3.8%[0.369 µM],-2%,?,.,1.9%,-2%,1.9e-07M*,-2%,-2%
Oc1cc2c(cc1O)[C@H](c1ccccc1)CNCC2,i,-1.0%[3.08 µM],-0.2%,1%&0%,?,2%&-2%,1.4%&-1.5%,7%[25.6 µM],i,-1%&-10%,-6%&-7%
COCC(=O)N1CCC2(CC1)CN(Cc1ccccc1OC)C2,i,-4.2%,3.7%,0%[9.22 µM],-4%,-4%,-0.4%,-2%,i,-1%,0%
O=C(c1cc(-c2cccc(O)c2)on1)N1CCc2ccccc2C1,.,-2.4%,-0.7%,-3%,-19%,18%,-0.9%,?,.,1%,-4%
COC(=O)[C@@]1(Cc2ccc(F)cc2)[C@H]2c3cc(C(=O)N(C)C)n(Cc4cccc5ccccc45)c3C[C@H]2CN1C(=O)c1ccccc1,.,-1.4%,-2.8%,.,18%,.,1.0%,.,.,-23%,11%
CC(CCc1ccc(O)cc1)N(C)CCc1ccccc1 (configuration not stated),.,-0.5%,-2.2%[0.0738 µM],0%,-13%[7.6 µM],10%[9.17 µM],0.0%,-3%[11.4 µM],.,-9%[11 µM],5%[11.4 µM]

# Following part.
SMILES,A350 autofl,BRCT inh green,HBB splice mod,GFP derepression,CRE-bla Fsk,UbGFP stabilizer,BRCT PPI red,15-hLO inh,4MU fluor,Hsp90 Hop PPI,DNA Pol III inh
COc1ccc(-c2nc(CSCC(=O)NCC3CCCO3)c(C)o2)cc1OC (configuration not stated),i,-1.6%,1.4%,1%,10%,2%,-0.4%,3%,i,2%,1%
CC(C)Nc1nc(C#N)nc(NC(C)C)n1,i,2.4%,.,-1%,?,1%,-0.5%,-5%,i,?,-4%
CNc1ccc(O)cc1,.,-1.4%,-0.7%,.,-5%,.,-4.1%,?,.,-6%,-16%
CC(=O)N1[C@H](C)C=C[C@]1(Cc1ccccc1)C(=O)NCCN1CCOCC1,.,-1.4%,-0.2%,.,4%,.,-1.4%,-25%,.,-1%,-3%
CCOC(=O)N1CCN(C(=O)c2cccn3c(=O)c4sccc4nc23)CC1,5.9e-07M*,0.7%,-1.3%,-1%,?,-3%,-0.1%,3%,6.3e-07M*,9%,4%
CCC(C)(C)n1nnnc1C(c1cc2cc(OC)ccc2[nH]c1=O)N1CCc2ccccc21 (configuration not stated),?,0.3%,.,-1%,-1%,5%,-0.9%,-24%,i,-17%,0%
O=C(CCC1CCCCC1)Nc1ncn[nH]1,i,0.8%,0.5%,10%,-4%,-2%,-0.6%,43%[activator],i,-20%,-6%
N#C/C(=C(\O)C(=O)O)c1ccc(-c2cccc3ccccc23)cc1,i,-2.6%[15.4 µM],2.7%[9.22 µM],-6%[9.22 µM],-9%[7.6 µM],13%[9.17 µM],-1.7%[15.4 µM],-5%[11.4 µM],i,-4%[11 µM],-8%[11.4 µM]
CCOC(=O)CSc1nc2ccccc2c(=O)n1CCN1CCOCC1,i,-0.4%,2.0%,0%,1%,7%,-0.3%,5%,i,-1%,-6%
COc1ccc(CCNC(=O)C2CCCCC2C(=O)O)cc1OC (configuration not stated),i,0.2%,1.0%,-1%,15%,0%,0.5%,4%,i,2%,1%
CC[N+](C)(CC)CCOC(=O)C1c2ccccc2Oc2ccccc21,i,-1.9%[34.4 µM],1.0%[20.6 µM],0%[20.6 µM],-4%[17.1 µM],2%[20.5 µM],0.4%[34.4 µM],11%[25.6 µM],i,-1%[26 µM],-5%[25.6 µM]
COC(=O)c1ccccc1NC(=O)CSc1nc(-c2ccco2)cc(C(F)(F)F)n1,i,0.9%,.,-3%,?,0%,-1.6%,0%,i,-3%,-3%
Cn1c(N2CCOCC2)nc(-c2ccccc2)c1-c1ccccc1,?,-2.0%,-0.5%,0%,?,-1%,-0.9%,-3%,?,-7%,6%
COc1cccc(NC(=O)C(C#N)Cc2ccncc2)c1 (configuration not stated),i,-0.3%,.,0%,-2%,5%,0.1%,-13%,i,1%,-1%
O=C(Nc1ccccc1)N(Cc1cccs1)C1CCCC1,i,-2.3%,-0.6%,4%,-2%,-2%,1.2%,4%,i,1%,-5%
O=C(Nc1ccccc1)NC1(C(=O)N2CCN(C(=O)c3ccco3)CC2)CCCCC1,i,-0.4%,0.2%,-4%,-16%,7%,-1.0%,23%,i,0%,-8%
COc1cc(C2NC(=O)NC(c3ccccc3)=C2C(C)=O)ccc1OCC(=O)O (configuration not stated),9e-07M*,4.3%,0.2%,21%,13µM*,-6%,0.8%,7.9µM*,9.5e-07M*,18%,-4%
